High-throughput results from PubChem BioAssay.
APE1 inh: APE1 (human) endonuclease inhibition. Potency, µM (doses to about 65.8 µM), for the others: at the top dose activity change, negative = inhibition, hits mostly inhibitors. 350,000 compounds, 0.35% hits. recombinant APE1, TAMRA/BHQ-2 abasic DNA cleavage fluorescence. P27695;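 also: potency is read from the fitted curve at half-maximal effect; plate controls were vehicle for no effect and reference inhibitor for full effect; nearly all actives have a fitted effect of over 55% in size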
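Enzyme (0.75 nM final) and test compound are incubated 15 min at room temperature before adding 50 nM quenched THF abasic-site duplex. Cleavage dequenches TAMRA, followed at 525/598 nm over three reads one minute apart.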
Pol kappa inh: blocks human DNA polymerase kappa activity. Q9UBT6. purified Pol kappa, fluorescent DNA synthesis assay, 10 min. Potency, µM (highest dose often 107 µM), without a hit: at the top dose activity, negative = inhibition, usual class: inhibitors. 400,000 compounds, 0.53% hits; also: potency is read from the fitted curve at half-maximal effect; % is scaled to controls: 0 for no effect and ±100 for the full control effect
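Pol kappa 10 nM + cpd, 15 min RT; start w/ substrate 50 nM final; fluorescence kinetic read, 0 and 10 min. Neg ctrl: buffer, no enzyme.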
Apoferritin bind: binds horse apoferritin like a general anesthetic; P02791; apoferritin/1-aminoanthracene competitive binding, fluorescence; Potency, µM (series often up to 77.5 µM), for the others: at the top dose activity change, negative = displacement, most hits filed as inhibitors; 350,000 compounds, 0.074% hits; AID 485281; also: potency is read from the fitted curve at half-maximal effect; % is scaled to controls: 0 for no effect and ±100 for the full control effect; nearly all actives have a fitted effect of over 20% in size
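In PBS, apoferritin at 10 uM is loaded with 1-AMA from a 50% saturated solution. After 10 min of compound exposure at ambient temperature, reduced 535 nm fluorescence indicates probe displacement.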
POLB inh: blocks human DNA polymerase beta activity; P06746; Pol beta primer extension/strand displacement, fluorescence kinetic; Potency, µM (top dose mostly 114 µM), inactives show at the highest dose activity change, negative = inhibition, actives largely listed as inhibitors; 340,000 compounds, 1.3% hits; AID 485314; also: potency is read from the fitted curve at half-maximal effect; % is scaled to controls: 0 for no effect and ±100 for the full control effect
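Reaction started by 50 nM substrate onto compound-treated Pol beta (10 nM, 15 min preincubation, room temperature); plates read at 0 min and 10 min. Normalized concentration-effect data fitted by four-parameter Hill equation.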
POLI inh: blocks human DNA polymerase iota activity | Q9UNA4 | Pol iota fluorescent replication assay, 10 min | Potency, µM (doses to about 115 µM), for inactives: at the top dose activity, negative = inhibition, actives largely listed as inhibitors | 390,000 compounds, 1% hits | AID 588590; also: potency is read from the fitted curve at half-maximal effect
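Fluorescent replication assay read twice, at 0 min and 10 min after adding 50 nM (final) substrate. Enzyme (10 nM) and compounds were first incubated 15 min at room temperature; enzyme-free buffer wells were negative controls.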
TRHR agonist: agonists of human TRH receptor. P34981. TRHR cells, calcium flux fluo-8, FDSS agonist mode. activation, % at 2 µM. 360,000 compounds, 0.18% hits. AID 493084; in the data active = activation above about 30%; also: 0% is about no effect
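Steps: seed TRHR cells overnight; add fluo-8 no-wash Ca dye, RT 30 min–1.5 h; record 10 s baseline; pin-transfer compounds; monitor fluorescence 1 cycle/s for the agonist window. Calcium increases flag candidate agonists.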
ERG Ets-DNA blk: inhibitors of human ERG Ets domain-DNA interaction; Potency, µM (highest dose often 76.9 µM), without a hit: at the highest dose FP activity, negative = inhibition, usual class: inhibitors; fluorescence polarization, His-ERG Ets domain / labelled DNA; 370,000 compounds, 0.028% hits; AID 624246; P11308; active = well fitted inhibition curve with a large enough effect in the polarisation, with a control signal flat; inconclusive = small, poorly fitted or top-dose-only effect, or effect the other way, or a change in a side signal; inactive = no such curve, though single readings can be large or run the other way; the % refers to the polarisation;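 also: polarization taken with two DNA probes labelled with fluorescein and Texas red; potency is read from the fitted curve at half-maximal effect; % of control where 0% means no effect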
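His-tagged ERG Ets domain (1 uM in the protein solution; 300mM KCl, 50mM Tris-HCl, 1mM EDTA, 1mM DTT, pH 7.5) received compound, then a probe mix of 5 nM fluorescein-DNA and 100nM Texas-615-DNA. Fluorescence polarization was read for both dyes.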
ALOX12 inh: ALOX12 (human) lipoxygenase inhibition. P18054. Potency, µM (top dose mostly 108 µM), for inactives: at the top dose activity change, negative = inhibition, hits mostly inhibitors. 580,000 compounds, 1.1% hits. purified 12hLO, xylenol orange hydroperoxide absorbance; also: potency is read from the fitted curve at half-maximal effect; % is scaled to controls: 0 for no effect and ±100 for the full control effect
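Purified human 12hLO at 150 nM in 25 mM Hepes, 0.01% Triton X-100, pH 7.0, preincubated 15 min at room temperature with compound. Reaction started with 40 uM arachidonic acid, 30 min at room temperature. Hydroperoxide measured by Fe-xylenol orange, 573/405 nm absorbance ratio.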
BLM helicase inh: blocks DNA unwinding by human BLM helicase; P54132; recombinant BLM DNA unwinding, fluorescence dequenching; Potency, µM (series often up to 56.1 µM), for the others: at the top dose activity change, negative = inhibition, most hits filed as inhibitors; 350,000 compounds, 0.2% hits; AID 2528;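 also: potency is read from the fitted curve at half-maximal effect; plate controls were vehicle for no effect and no enzyme for full effect; nearly all actives have a fitted effect of over 35% in size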
Target sequence (P54132 whole entry, looked up): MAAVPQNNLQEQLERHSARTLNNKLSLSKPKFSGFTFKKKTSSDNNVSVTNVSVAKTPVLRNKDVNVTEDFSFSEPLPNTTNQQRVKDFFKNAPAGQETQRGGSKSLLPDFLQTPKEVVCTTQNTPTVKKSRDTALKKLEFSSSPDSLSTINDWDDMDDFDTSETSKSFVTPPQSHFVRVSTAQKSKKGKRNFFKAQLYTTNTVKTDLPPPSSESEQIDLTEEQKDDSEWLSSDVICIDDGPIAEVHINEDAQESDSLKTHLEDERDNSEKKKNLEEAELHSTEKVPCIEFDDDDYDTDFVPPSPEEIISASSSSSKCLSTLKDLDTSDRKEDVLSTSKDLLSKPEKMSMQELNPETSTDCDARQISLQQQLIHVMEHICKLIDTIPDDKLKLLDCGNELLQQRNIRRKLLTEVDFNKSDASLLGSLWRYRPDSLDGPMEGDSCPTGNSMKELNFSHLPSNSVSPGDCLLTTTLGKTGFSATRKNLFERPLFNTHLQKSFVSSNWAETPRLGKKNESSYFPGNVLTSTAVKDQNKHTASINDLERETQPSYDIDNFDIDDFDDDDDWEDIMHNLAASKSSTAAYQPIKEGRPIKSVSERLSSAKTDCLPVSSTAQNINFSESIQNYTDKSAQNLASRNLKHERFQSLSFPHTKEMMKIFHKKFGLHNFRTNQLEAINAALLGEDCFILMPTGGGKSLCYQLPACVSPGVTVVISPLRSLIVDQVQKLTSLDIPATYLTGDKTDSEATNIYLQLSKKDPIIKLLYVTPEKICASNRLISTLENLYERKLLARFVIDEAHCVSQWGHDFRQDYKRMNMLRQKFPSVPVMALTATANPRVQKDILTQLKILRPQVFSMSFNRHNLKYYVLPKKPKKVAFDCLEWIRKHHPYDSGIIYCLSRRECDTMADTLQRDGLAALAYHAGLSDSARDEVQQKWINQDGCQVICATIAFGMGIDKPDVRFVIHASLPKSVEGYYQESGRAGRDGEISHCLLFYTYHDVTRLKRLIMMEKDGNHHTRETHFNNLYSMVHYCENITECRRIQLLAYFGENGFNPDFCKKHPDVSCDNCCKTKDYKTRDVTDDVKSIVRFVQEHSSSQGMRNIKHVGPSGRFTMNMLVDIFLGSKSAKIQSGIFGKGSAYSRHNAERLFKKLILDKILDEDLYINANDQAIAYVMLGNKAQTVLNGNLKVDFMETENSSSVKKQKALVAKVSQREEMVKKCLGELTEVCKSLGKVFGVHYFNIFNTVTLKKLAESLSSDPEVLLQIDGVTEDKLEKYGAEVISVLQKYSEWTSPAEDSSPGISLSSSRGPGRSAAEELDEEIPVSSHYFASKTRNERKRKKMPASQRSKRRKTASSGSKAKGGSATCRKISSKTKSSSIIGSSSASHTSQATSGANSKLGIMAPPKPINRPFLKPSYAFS
Numbers without * were called inactive; i = inactive; u = inconclusive; x = not tested or not shown; & = joins results of further samples; [ ] = remark or other dose. Unless noted, calls follow the shape of the dose curve; as a rule, active = well fitted curve in the direction sought with a large enough effect; inconclusive = small, poorly fitted or top-dose-only effect, or another doubt; inactive = no such curve, though single readings can be large; an effect the other way counts as inactive or inconclusive. These rows are one share of the data; rates above refer to the full screens.

SMILES | APE1 inh | Pol kappa inh | Apoferritin bind | POLB inh | POLI inh | TRHR agonist | ERG Ets-DNA blk | ALOX12 inh | BLM helicase inh
CC(C)(C)OC(=O)N1CCN(C(=O)OCC2c3ccccc3-c3ccccc32)CC1C(=O)O (stereo not given) | x | -10% | x | x | 3% | x | 11% | -28% | x
CCc1ccc(S(=O)(=O)c2nnn3c2nc(N2CCC(C(N)=O)CC2)c2cc(Cl)ccc23)cc1 | x | -1% | -13% | 2% | -1% | 0.7 | 2% | -15% | 1%
CCOc1cc2c(cc1OC)C(NC(=O)C(F)(F)F)CC2=O (stereo not given) | -2% | -2% | 9% | -12% | 8% | -0.4 | -2% | -17% | -4%
OC(COc1ccccc1Br)CN1CCNCC1 (stereo not given) | -14% | -16% | -5% | u | -3% | 2.0 | -2% | u | -1%
CCOC(=O)c1sc(NC(=O)CN2CC(C)OC(C)C2)nc1C (stereo not given) | -16% | 0% | -10% | -16% | 13% | 1.9 | -13% | 4% | 0%
O=C(O)CCN1C(=O)c2ccc(NC(=O)CSc3ccccc3)cc2C1=O | 5% | -11% | 5% | 0% | 7% | -0.2 | -17% | -10% | 5%
Cn1c(=O)c(-c2ccc(Cl)cc2)nc2cnc(N3CCOCC3)nc21 | 5% | -3%[60.1 µM] | x | x | x | x | x | 64%[activator] | 3%
COc1ccccc1CCNS(=O)(=O)c1cc2c3c(c1)CCN3C(=O)CC2 | 24% | -2% | x | x | 74%[activator] | 0.0 | -1% | 8% | x
CC(C)(C)n1nnnc1C(c1cccnc1)N1CCOCC1 (stereo not given) | 4% | -8% | 0% | 2% | 25% | 1.2 | -2% | 1% | 1%
CC(SCc1ccccc1)C(=O)NC1CCCC1 (stereo not given) | -1% | -4% | -3% | -21% | 21% | -0.2 | -21% | 0% | -2%
O=C(O)C1CCN(C(=O)NC2CCCCC2)CC1 | 12% | 0% | -11% | -13% | -12% | 1.6 | -4% | -1% | 0%
Cc1ccc2c(c1)C(c1ccc(F)cc1)N(C(=O)COc1ccc(Cl)cc1Cl)CC(=O)N2 (stereo not given) | x | 2% | 0% | 7% | 4% | 0.5 | 3% | -24% | -9%
COc1cccc(/C=C2\SC(=S)N(NS(=O)(=O)c3ccc(C)cc3)C2=O)c1OC | -1% | x | -1% | u | x | -0.3 | x | u | -3%
CC1CCCN(C(=O)c2ccc3c(c2NCCO)C(=O)c2ccccc2C3=O)C1 (stereo not given) | -3% | -7% | u | 6% | -4% | -0.3 | 16% | -7% | -7%
Cc1ccc(NC(=O)CSC2=NN3CCCC(=O)N=C3S2)c(C)c1 | 7% | 1% | -9% | -5% | -4% | 0.2 | 13% | 5%[57.4 µM] | -5%
CCc1nnc(NC(=O)c2cc(-c3ccncc3)nc3ccccc23)s1 | 3% | -12% | 0% | 1% | 30% | -1.2 | -1% | -27%&-4% | 1%
COC(=O)C(CO)NC(=O)C(C)NC(=O)CNC(=O)OCc1ccccc1 (stereo not given) | 3% | -6% | -7% | 2% | 80%[activator] | 0.4 | -3% | -10% | -2%
CCOc1cc(/C=N/NC(=O)c2ccccn2)ccc1OC(=O)c1ccc(F)cc1 | 4% | -5% | -5% | 26% | 3% | 10 | 0% | i | -10%
CCOC(=O)N1CCC(NC(=O)CCN2C(=O)COc3ccccc32)CC1 | -1% | -4% | -7% | 10% | 6% | 0.2 | x | 24% | 3%
CNC(=O)c1nc(C)n(-c2cc(Cl)cc(Cl)c2)n1 | 0% | 10% | 8% | 2% | -4% | 0.0 | -6% | x | -3%
CCOC(=O)Cc1csc(NC(=O)COc2ccc(N(C)S(=O)(=O)c3cccs3)cc2)n1 | -1% | 2% | 25% | -9% | 21% | 0.0 | 11% | 0% | -6%
O=C(Nc1cccc(S(=O)(=O)NC2=NCCCCC2)c1)c1ccc(Cl)cc1 | 3% | -6% | x | x | 41%[activator] | 0.3 | -9% | 8% | x
Cc1ccc(C)c(N2CCN(C(=O)c3ccc(CS(=O)Cc4ccc(Cl)cc4)o3)CC2)c1 (stereo not given) | -25% | -13% | -11% | 3% | 30% | 0.3 | -8% | 2% | -12%
O=c1n(-c2cccc(Cl)c2)c(=O)n2n1CCC2 | 20% | -10% | 9% | 1% | 11% | -0.1 | x | -9% | 5%
COc1ccc(CNC(=O)CS(=O)Cc2nc(-c3ccc(C)cc3)oc2C)cc1 (stereo not given) | -8% | 1% | -15% | u | 8% | -1.5 | 16% | 1% | 2%
CC(On1nnc2ccccc21)C(=O)N1CCN(Cc2ccccc2)CC1 (stereo not given) | -1% | -7% | -2% | 3% | 118%[activator] | 0.7 | -14% | -5% | 1%
CN(CC(=O)Nc1ccccc1C(=O)N1CCCC1)S(=O)(=O)c1ccc(Br)cc1 | 18% | -4% | -12% | 27% | 3% | -0.4 | 3% | -9% | -2%
O=C(NNC(=S)NC(=O)c1ccccc1)c1ccc(O)cc1 | 8% | -1% | -1% | -16% | 43%[activator] | 0.7 | -23% | u | 0%
O=C1C2CCCCN2C(=O)N1CCN1CCN(c2ccc(F)cc2)CC1 (stereo not given) | x | 17% | x | x | 10% | x | 7% | -13% | x
O=C(CSc1nnc(-c2ccncc2)o1)N1CCCC1 | 0% | -5% | -3% | 17% | 75%[activator] | 0.7 | 2% | 0% | -3%
CCN(C(=S)Nc1cccnc1)c1cccc2ccccc12 | -10% | -8% | -9% | 93% | u | 0.0 | -6% | 0% | -8%
COC(=O)Cc1c(C)c2ccc(OCC(=O)N3CCCC(C)C3)c(C)c2oc1=O (stereo not given) | 29% | -2% | -22% | 4% | 17% | 0.0 | 5% | -6% | -5%
CCOc1cc(N2CCOCC2)c(OCC)cc1NC(=O)c1cc(C)nc2ccccc12 | -8% | -20% | -9% | -1% | 103%[activator] | -0.5 | 4% | -7% | -1%
CC(C)(C)CC(=O)NC(=S)Nc1ccccc1[N+](=O)[O-] | 2% | -6% | u | 2% | 16% | 0.6 | 1% | u | -13%
CC(C)(C)C(=O)NC(=S)Nc1cccc(C(=O)O)c1 | -1% | 11% | -4% | u | 15% | 0.1 | 3% | u | -1%
CCN(CC(=O)Nc1ccc(Cl)c(C(F)(F)F)c1)CC(=O)NC1CCS(=O)(=O)C1 (stereo not given) | -2% | 0% | -7% | 14% | 152%[activator] | -0.6 | 9% | -6% | -1%
COCCCNC(=O)Nc1cc(C(=O)NCc2ccc(OC)cc2)ccc1N1CCCC1 | x | -12%[60.1 µM] | 3% | 8% | 3% | 1.1 | 1% | 9% | 1%
CN(CC1CCCO1)S(=O)(=O)c1ccc(C(=O)Nc2nc3cc4c(cc3s2)OCO4)cc1 (stereo not given) | -4% | 10% | -13% | 3% | -16% | 0.6 | 14% | -20% | -4%
N=c1oc2ccc(Br)cc2cc1C(=O)NCc1ccc(F)cc1 | 4% | 2% | -3% | 12% | 52%[activator] | 0.9 | 2% | 0% | -10%
O=C(Oc1ccc(Cl)c2cccnc12)N1CCOCC1 | -1% | -2% | -18% | -1% | 11% | -0.2 | -3% | 0% | 2%
CCC(C)Nc1nc(CN2CCOCC2)nc2sc3c(c12)CCC3 (stereo not given) | 2% | 6% | -1% | 5% | 10% | -0.6 | -3% | 8% | 1%
O=C(Nc1ccc(Cn2cccn2)cc1)c1ccc(COc2cccc(Br)c2)cc1 | -6% | -2% | -1% | 4% | 17% | 1.5 | 0% | u | -12%
CNc1nc(Nc2ccccc2)nc(OCC(F)(F)F)n1 | 4% | -7% | -13% | 5% | 24% | -2.1 | 10% | -6% | -9%
C=CCOc1ccc(C(c2c(O)nc(SC)[nH]c2=O)c2c(O)nc(SC)[nH]c2=O)cc1 | x | -12% | x | x | -8% | x | -4% | u | x
O=C(COc1ccc(F)cc1)Nc1nc(-c2ccccn2)cs1 | 19% | -1% | x | x | 34%[activator] | 0.7 | -1% | -3% | x
CSc1nnc(C2CCN(CC(=O)Nc3ccccc3N3CCOCC3)CC2)n1C | 28% | 4% | -6% | 26% | 141%[activator] | 0.1 | 0% | -8% | -1%
C(=Nc1ccc(Nc2ccccc2)cc1)c1ccc2ccccc2c1 | 23% | -14% | u | 3% | -18% | -0.3 | 14% | x | -1%
CCOC(=O)CCc1nc2ccccc2[nH]c1=O | -3% | 3% | -1% | 0% | 6% | -0.3 | 1% | -1% | -7%
COc1ccc(S(=O)(=O)NCC(=O)N(CC(=O)NCc2ccco2)Cc2ccc(F)cc2)cc1 | 29% | -2% | -10% | -18% | 59%[activator] | 1.7 | -13% | -9% | -6%
N#Cc1ccccc1S(=O)(=O)Nc1ccc2c(c1)OCCO2 | 16% | -1% | -13% | 11% | 92%[activator] | 0.2 | -6% | 6% | 0%
O=C(O)c1ccc(-c2nc3ccccc3[nH]2)cc1 | 19% | 0% | 6% | -13% | 2% | 0.7 | 7% | -11% | 3%
O=C(COC(=O)/C=C/c1ccccc1[N+](=O)[O-])NC(=O)NC1CCCC1 | -3% | -5% | x | x | 50%[activator] | 0.0 | 1% | -8% | x
CC(=O)NN1C(=O)/C(=C/c2ccc(C(C)C)cc2)SC1=S | -1% | -6% | u | 28% | -1% | 0.4 | -8% | -20% | -9%
